Assay outcomes deposited in PubChem by several laboratories.
WT yeast gro inh: growth inhibition of WT yeast, mitochondrial fusion screen | mitochondrial fusion phenotypic screen, WT strain | inhibition, % at 10 µM | 190,000 tested, 2.1% active | AID 1362; in the data active = inhibition above about 58%; tested in S. cerevisiae
Autophagy HCS: alters autophagy in cells; calls only at 10 µM (by protocol); 190,000 tested, 0.98% active; AID 463193; MEF GFP-LC3 puncta imaging; test concentration mostly 10 µM;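 active = percentage of spot-positive cells more than 3 SD above its plate mean, without a fluorescence outlier flag or 80% toxicity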;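 also: spot-positive cell cutoff set from DMSO-treated cells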
AID2073: inhibitors of Mint1-CaV2.2 protein interaction, biochemical, HTRF (AID 2073) | HTRF protein-protein interaction, Mint1-CaV2.2; higher % means a stronger effect | inhibition, % at 20 µM, or IC50 in µM where a hit was titrated | 290,000 tested, 0.19% active; in the data active = inhibition mostly above about 51%, no sharp cut-off; also: some results filed as inactive read as strong as hits
Dynein transport: blocks dynein driven cargo transport along microtubules; z-score, hits read low; 3617.4 mouse cells, GR-EGFP nuclear translocation imaging; test concentration mostly 20 µM; stimulated with dexamethasone, 1 µM; stronger effect = lower value; 220,000 tested, 0.47% active; AID 1381;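 active = plate z-score of nuclear minus cytoplasmic receptor signal below a set negative limit, without overly bright fluorescence or cell loss, cut at about -3.5 in these data, passing the limit was not always enough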;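 also: z-score of nuclear minus cytoplasmic ring GR-EGFP intensity difference per well; some compounds called inactive have numbers as strong as hits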
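Buffer or medium: Induction medium lacking tetracycline, stripped serum | Also added: Dexamethasone agonist, 1.0 µM final, for 30 min | Timing: 48 h induction, 1 h compound, 30 min dex at 37 °C | Detection: Formaldehyde fixation, Hoechst nuclear stain, 10x automated fluorescence imaging | Measure: Nuclear versus cytoplasmic GR-EGFP signal, averaged per well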
Yfh1-depleted yeast: mitochondrial function rescue without frataxin homolog – Friedreich's ataxia, plus single-dose screen, dose response (AID 1465); S. cerevisiae Yfh1-off respiration, WST-1 reduction, 72 h; higher fold induction means a stronger effect; fold induction at 50 µM; hits with a dose series show EC50 in µM; 220,000 tested, 0.074% active;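 active = fold induction of absorbance versus untreated yeast above a set limit, then at least 30% activation at any dose in follow-up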;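 also: activators that raise dye reduction in frataxin-depleted yeast; strong numbers were not always called active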
MT stabilize HCS: microtubule stabilization, imaging screen | 200,000 tested, 0.83% active | HeLa tubulin immunostaining HCS, 24 h; share of cells brighter than vehicle mean+2SD | % tubulin-high responders, % at 10 µM;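 active = plate Z-score above 3 for both tubulin-high and condensed-nucleus cell shares, with cell loss under 80%, at 10 µM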;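 also: anti alpha tubulin signal scored within the nucleus-defined area of each cell; some results filed as inactive read as strong as hits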
b-catenin transl: modulators of beta-catenin nuclear translocation; HeLa beta-catenin nuclear translocation, immunofluorescence imaging; nuclear translocation activity, % at 5 µM; 190,000 tested, 0.3% active; AID 1665;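 active = nuclear translocation activity above 50% at 5 µM, with a well cell count of 50 or more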;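 also: per-cell ratio of nuclear to cytoplasmic median beta-catenin stain intensity; plate controls were DMSO negative control for no effect and GSK-3 inhibitor IX positive control for full effect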
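System: HeLa cells, endogenous beta-catenin; compound dosing: 5 µM primary single dose, 0.1% DMSO, 0.02–20 µM confirmation series; incubation: 24 h compound exposure at 37°C, 5% CO2; signal: beta-catenin immunofluorescence imaging with DAPI; evaluation: % activation, nuclear-to-cytoplasmic median beta-catenin signal ratio per cell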
HIV peptide binding: cell-free HIV fusion peptide-binding blockers – biochemical, uHTS, fluorescence dequenching, primary screen (AID 1986) | cell-free peptide binding, fluorescence dequenching, 30 min; higher % means a stronger effect | one-dose inhibition, % at 20 µM; IC50 in µM for titrated hits | 290,000 tested, 0.3% active; in the data active = inhibition mostly above about 52%, no sharp cut-off; inactive = mostly below about 76%; also: some results filed as inactive read as strong as hits
Insulin prom up: MIN6 insulin promoter up-regulation; MIN6 insulin promoter-GFP reporter, high-content imaging; stronger effect = higher value; z-score at 5 µM; 190,000 tested, 0.3% active; AID 1625;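 active = z-score above 3 at 5 µM with at least 500 cells counted in the well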
WT yeast gro inh mutant strain: recorded beside WT yeast gro inh, whose call it bears; inhibition, %; mitochondrial fusion phenotypic screen, mutant strain inhibition
Dynein transport cytoplasmic EGFP: recorded beside Dynein transport, whose call it bears; z-score; measured here: cytoplasmic GR-EGFP intensity; stronger effect = higher value
Dynein transport nuclear GR-EGFP: second read-out of Dynein transport, no call of its own (marks repeat the call); z-score; measured here: nuclear GR-EGFP intensity;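 lower value marks the stronger effect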
Dynein transport cell count: recorded beside Dynein transport, whose call it bears; z-score; measured here: cell count per field
Insulin prom up cell count: recorded beside Insulin prom up, whose call it bears; cell count; measured here: cytotoxicity, nuclei count;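 total cells summed across four imaged fields per well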
b-catenin transl cell count 5 µM: recorded beside b-catenin transl, whose call it bears; cell count; measured here: cell count, cytotoxicity flag
MT stabilize HCS Hoechst-high %: further read-out of MT stabilize HCS, marked with its call; % Hoechst-high responders; measured here: nuclear condensation Hoechst responders;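 share of cells brighter than vehicle mean plus two SD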
MT stabilize HCS cytotoxicity %: further read-out of MT stabilize HCS, marked with its call; toxicity, %; measured here: cytotoxicity by cell density;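 0% = mean cell density of plate MIN control wells and 100% = no cells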
Autophagy HCS cell loss 18 h: further read-out of Autophagy HCS, marked with its call; toxicity, %; measured here: cell loss, nuclei count;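 cell loss after 18 h compound exposure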
An asterisk follows results filed as active; i = inactive; . = no result given.

nr	SMILES	WT yeast gro inh	WT yeast gro inh mutant strain	Autophagy HCS	Autophagy HCS cell loss 18 h	AID2073	Dynein transport	Dynein transport cytoplasmic EGFP	Dynein transport nuclear GR-EGFP	Dynein transport cell count	Yfh1-depleted yeast	MT stabilize HCS	MT stabilize HCS Hoechst-high %	MT stabilize HCS cytotoxicity %	b-catenin transl	b-catenin transl cell count 5 µM	HIV peptide binding	Insulin prom up	Insulin prom up cell count
1	c1ccc(-c2nc(-c3ccco3)n3ccccc23)cc1	1	-8	i	11	6%	-0.44	-0.12	0.65	-0.055	i	4.5	3.0	2.2	-4.1	586	18%	0.92	1056
2	CC1CCCCN1C(=S)Nc1ccc2nc3n(c(=O)c2c1)CCCCC3 (stereo not drawn)	5	8	i	10	-10%	-0.79	-0.29	-0.88	0.56	i	2.5	2.3	4.1	.	.	-0.8%	-0.18	1208
3	COc1ccc(O)c(C(=O)CC(=O)c2ccc(F)cc2)c1	-3	7	i	6	12%	-0.41	-0.2	0.035	0.27	i	18	1.5	18	.	.	6.6%	0.42	933
4	CC(=O)c1ccc(N2CCN(C(=S)Nc3ccc(Oc4ccccc4)cc3)CC2)cc1	29	3	i	17	23%	-0.68	-0.088	-0.29	0.38	i	4.3	4.0	8.1	-4.1	1012	1.7%	0.22	1246
5	COC(=O)[C@H](CCSC)NC(=O)Nc1ccc(OC)cc1	-12	-2	i	4	-10%	-0.33	-0.35	0.26	0.24	i	5.2	3.1	8.4	-2.8	985	-3.5%	1.2	1183
6	O=C(NCCN1C(=O)S/C(=C\c2ccc(Cl)cc2)C1=O)c1ccc(F)c(S(=O)(=O)N2CCOCC2)c1	24	7	i	20	-23%	1.8	-0.17	0.73	-0.99	i	3.2	2.7	5.3	-0.2	553	3.1%	-0.95	1321
7	O=C(O)c1ccccc1NS(=O)(=O)c1ccccc1C(F)(F)F	-13	-3	i	-9	-3%	-0.095	-0.14	-0.16	-0.11	i	3.1	2.0	2.2	1.1	902	6.0%	0.69	1150
8	Cc1nnc(NC(=O)Cc2ccc(OCc3c(C)noc3C)cc2)s1	3	13	i	14	3%	0.65	-0.37	0.48	-0.63	i	6.5	1.5	6.4	-5.4	1073	-1.2%	0.39	1097
9	O=C(Nc1ccc(F)c([N+](=O)[O-])c1)C(=O)c1c(O)[nH]c2ccccc12	1	8	i	-4	3%	-0.5	-0.2	-0.21	0.057	i	2.1	2.7	2.6	-2.4	1068	-1.2%	-0.52	1500
10	COC(=O)c1cc(NC(=O)CC2NC3CCCCC3NC2=O)cc(C(=O)OC)c1 (stereo not drawn)	1	3	i	-5	0%	2.2	-0.075	1.7	-1.6	i	3.4	2.5	4.9	-0.4	1371	-1.2%	-0.71	1064
11	CCOC(=O)N1CCN(C(=O)c2ccccc2NC(=O)c2ccc(C(C)(C)C)cc2)CC1	29	20	i	6	-13%	0.1	-0.31	-0.29	0.016	i	2.6	3.0	5.7	.	.	-0.2%	-0.03	1349
12	C=C(C)CNC(=S)/N=c1\scc(C)n1CC	35	19	i	-2	-13%	-0.68	-0.29	-0.56	0.44	i	2.2	1.0	33	-1.9	1258	1.3%	-0.22	903
13	CS(=O)(=O)N(CC(=O)NCc1ccco1)Cc1ccc(Cl)cc1	25	1	i	7	-16%	-1.2	-0.27	-0.33	0.51	.	3.2	2.5	3.7	0.7	930	4.7%	0.74	1157
14	O=C1Cc2ccccc2C(c2ccc(Cl)cc2)N1 (stereo not drawn)	.	.	.	.	-1%	0.49	-0.28	-0.098	0.2	i	.	.	.	-0.6	1088	-0.5%	0.1	1405
15	COC(=O)Nc1ccc(S(=O)(=O)NCc2ccccn2)cc1	10	0	i	-1	4%	0.82	-0.14	0.46	-0.8	i	1.3	2.7	1.4	0.2	1094	1.4%	-0.34	1298
16	CCOC(=O)c1ccc(NC(=O)c2cc3ccccc3o2)cc1	12	0	i	15	9%	-0.78	-0.16	0.0094	0.48	i	4.2	2.3	6.5	-4.2	1029	-2.4%	.	.
17	O=C(CSc1nnnn1-c1ccccc1)Nc1ncc2c(n1)CC(c1ccccc1)CC2=O (stereo not drawn)	-4	-42	i	-5	0%	1.2	-0.039	1.2	-1.1	i	14	7.2	19	-3.2	1211	0.3%	-0.35	870
18	NCCc1nnc(SCc2c(F)cccc2Cl)o1	8	-5	i	6	-1%	0.049	-0.16	-0.022	-0.4	i	2.6	1.6	6.1	-1.2	1172	-1.9%	-0.28	1106
19	Cc1cc(C)cc(-n2nnc(C(=O)NCc3ccccc3Cl)c2N)c1	1	-8	i	9	30%	0.1	-0.15	0.41	-0.35	i	4.6	2.1	8.8	.	.	5.1%	.	.
20	O=C(CSc1nnnn1C1CCCCC1)Nc1ccccc1N1CCOCC1	-3	3	i	6	-8%	-1	-0.2	-0.81	0.64	i	1.8	3.1	7.4	-1.7	1417	-0.3%	0.7	1401

Some values from the results shown.
entry 16 in b-catenin transl cell count 5 µM shows 1029
entry 19 in Autophagy HCS cell loss 18 h shows 9

Some entries already given, showing only Dynein transport, WT yeast gro inh and b-catenin transl.
no.	Compound	Dynein transport	WT yeast gro inh	b-catenin transl
18	NCCc1nnc(SCc2c(F)cccc2Cl)o1	0.049	8	-1.2
19	Cc1cc(C)cc(-n2nnc(C(=O)NCc3ccccc3Cl)c2N)c1	0.1	1	.

Additional records
nr	SMILES	WT yeast gro inh	WT yeast gro inh mutant strain	Autophagy HCS	Autophagy HCS cell loss 18 h	AID2073	Dynein transport	Dynein transport cytoplasmic EGFP	Dynein transport nuclear GR-EGFP	Dynein transport cell count	Yfh1-depleted yeast	MT stabilize HCS	MT stabilize HCS Hoechst-high %	MT stabilize HCS cytotoxicity %	b-catenin transl	b-catenin transl cell count 5 µM	HIV peptide binding	Insulin prom up	Insulin prom up cell count
21	NS(=O)(=O)c1cccc(NC(=S)NCc2ccc3c(c2)OCO3)c1	3	10	i	2	-14%	-0.63	-0.23	-0.64	0.66	i	3.1	1.5	5.5	-0.8	1071	-1.4%	-0.39	1618
22	Cc1c(C=NCCOCc2ccccc2)cnn1C	-20	11	i	-3	-1%	-0.42	-0.33	-0.16	0.031	i	4.3	2.2	9.7	-0.8	1391	1.9%	-0.12	1466
23	CC(C)(C)NC(=S)NCc1ccncc1	1	10	i	19	8%	1	-0.18	0.72	-1	i	3.0	1.3	0.9	-1.4	1167	0.6%	-0.05	1388
24	COc1cc(C(=S)N2CCCC2)cc(Cl)c1OCC(=O)Nc1ccc(C)cc1C	39	18	i	-5	-30%	1.8	-0.2	0.44	-0.81	i	2.6	1.7	3.3	1.7	503	0.4%	-0.12	1070
25	CCN(C(N)=S)c1ccccc1	9	42	i	33	0%	-0.35	-0.21	0.36	1.2	i	2.2	1.5	7.8	2.0	1395	-4.0%	1.2	1466
26	COc1cccc(C(=O)CSc2nnnn2C)c1	-2	1	i	12	-15%	-0.39	-0.23	-0.27	0.24	i	2.4	2.1	9.2	-4.5	978	-0.9%	-0.97	1149
27	Nc1cccc(C2=Nc3cccc4cccc(c34)N2)c1	38	38	i	31	-1%	1.5	-0.27	0.34	0.12	i	4.7	2.8	8.7	0.9	1100	-1.1%	0.05	1489
28	Cc1nn(C)c(Cl)c1CN1CCCC(CCC(=O)NCc2ccccc2F)C1 (stereo not drawn)	1	7	i	1	42%	-0.27	-0.28	-0.066	1.2	i	2.5	1.7	8.0	-0.6	1536	-2.0%	.	.
29	COc1ccc2c(c1)N(S(=O)(=O)c1ccccc1)CCC2=O	13	25	i	7	12%	0.061	-0.21	0.16	-0.82	i	3.3	2.0	4.6	0.9	538	1.9%	0.19	1313
30	COc1cccc(/C=N/Nc2ncnc3scc(-c4ccccc4)c23)c1OC	45	19	i	-3	3%	-0.68	-0.38	-0.24	0.87	i	1.6	1.8	3.0	.	.	-1.1%	-1.1	846
31	C(=C\c1ccccc1)/CSc1nnc(-c2ccccn2)n1Cc1ccco1	16	-21	i	51	-9%	-2.4	0.2	-1.8	-0.19	i	29*	30*	60*	53*	287*	0.3%	-0.97	914
32	CCCN(CC(=O)Nc1ccc(Cl)cc1Cl)C(=O)/C=C/c1ccco1	-1	-8	i	-1	13%	0.41	-0.26	-0.0065	0.2	.	2.2	1.7	6.4	2.4	981	4.1%	-0.44	1256
